GLP-1R agonist: agonists of human GLP-1 receptor | hit rate 0.007% among 380,000 | P43220 | AID 624172 | Potency, µM (doses to about 45.6 µM), for inactives: at the highest dose activation, most hits filed as activators | HEK293 GLP-1R CRE-luciferase, luminescence, 4-6 h; cells express a hypersensitive GLP-1R form; note: potency is the fitted concentration of half-maximal effect; % of control where 0% means no effect
Target sequence (P43220 whole entry, looked up): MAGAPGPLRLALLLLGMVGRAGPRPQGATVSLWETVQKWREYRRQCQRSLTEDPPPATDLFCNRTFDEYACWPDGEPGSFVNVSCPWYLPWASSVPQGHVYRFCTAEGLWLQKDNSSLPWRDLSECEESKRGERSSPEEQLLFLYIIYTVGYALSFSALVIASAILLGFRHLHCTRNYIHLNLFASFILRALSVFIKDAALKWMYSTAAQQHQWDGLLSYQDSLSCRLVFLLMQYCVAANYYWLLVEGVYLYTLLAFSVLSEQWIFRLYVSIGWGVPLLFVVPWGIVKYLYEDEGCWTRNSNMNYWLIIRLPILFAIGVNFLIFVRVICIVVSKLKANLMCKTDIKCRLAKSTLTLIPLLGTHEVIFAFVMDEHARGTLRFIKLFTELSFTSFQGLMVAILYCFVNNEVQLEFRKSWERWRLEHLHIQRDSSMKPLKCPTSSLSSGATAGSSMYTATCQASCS
EPAC1 agonist: activates human EPAC1 exchange factor; AID 720707; hit rate 0.073% among 360,000; EPAC1 agonist qHTS, biochemical assay; response scale: 100% = response to 6.5 mM cAMP; Potency, µM (top dose mostly 154 µM), without a hit: top-dose activation, actives largely listed as activators; note: potency is the fitted concentration of half-maximal effect; nearly all actives have a fitted effect of over 60% in size
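Nucleotide exchange assay: 100 nM EPAC1 with 250 nM Rap1B loaded with BODIPY-GDP and 50 uM GDP, room temperature. Fluorescence (480/540 nm) read every 5 min for 30 min; signal change normalized to 6.5 mM cAMP as full agonist.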
GLP1R cytotox: cytotoxicity in counter-screen for GLP-1R inverse agonists; hit rate 0.13% among 410,000; HEK293 cAMP-luciferase reporter cells, luminescence, 24 h; Potency, µM (top dose mostly 38.3 µM), without a hit: top-dose activity change, negative = inhibition, most hits filed as inhibitors;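 note: loss of luciferase light is scored as toxicity; potency is the fitted concentration of half-maximal effect; % is set by controls: 0 for no effect and ±100 for the full control effect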
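A 23 nL compound transfer followed 12 hours of cell culture at 37 deg C; exposure then lasted 24 hr. Luciferase assay detection reagent was dispensed and plates read for luminescence after a 12 min room-temperature wait.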
GLP-1R inv ag: inverse agonists of human GLP-1 receptor | P43220 | HEK293 GLP-1R CRE-luciferase, luminescence, 24 h; GLP-1R form is constitutively active | Potency, µM (top dose mostly 38.3 µM), for the others: at the top dose activity change, negative = inhibition, actives largely listed as inhibitors | hit rate 1.6% among 410,000 | AID 624417; note: potency is the fitted concentration of half-maximal effect; % is set by controls: 0 for no effect and ±100 for the full control effect; nearly all actives have a fitted effect of over 55% in size
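HEK293 cells stably co-expressing a cAMP-responsive luciferase reporter and constitutively active GLP-1R were seeded, incubated 12 h, then exposed to compounds for 24 h at 37 C. Luminescence was read 12 min after detection reagent; inverse agonists lower signal.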
PLK1 PBD block: PLK1 (human) polo-box domain binding inhibition; P53350; hit rate 2.8% among 360,000; Plk1 PBD binding of FITC phosphopeptide, fluorescence polarization; Potency, µM, for inactives: max response, negative = inhibition, usual class: inhibitors; AID 720504; note: potency is the fitted concentration of half-maximal effect; series mostly up to about 57 µM; % is set by controls: 0 for no effect and ±100 for the full control effect; nearly all actives have a fitted effect of over 65% in size
EPAC1 antag: EPAC1 (human) antagonism; O95398; EPAC1 GEF assay, Rap1b-BODIPY-GDP exchange fluorescence; Potency, µM (highest dose often 115 µM), for inactives: at the top dose activity change, negative = inhibition, usual class: inhibitors; hit rate 0.14% among 360,000; AID 720709;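 note: potency is the fitted concentration of half-maximal effect; plate controls were vehicle for no effect and positive control for full effect; nearly all actives have a fitted effect of over 50% in size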
PI5P4Ka inh: PI5P4K alpha (human) kinase inhibition; PI5P4Kalpha enzyme, ADP-Glo luminescence, 60 min; stronger effect = lower value; hit rate 1.2% among 330,000; P48426; max response, %; active = max response of -50% or lower; inconclusive = between -30% and -50%; inactive = -30% or higher; note: value at the top dose of about 77 µM; % is set by controls: 0 for no effect and ±100 for the full control effect
Target sequence (P48426 whole entry, looked up): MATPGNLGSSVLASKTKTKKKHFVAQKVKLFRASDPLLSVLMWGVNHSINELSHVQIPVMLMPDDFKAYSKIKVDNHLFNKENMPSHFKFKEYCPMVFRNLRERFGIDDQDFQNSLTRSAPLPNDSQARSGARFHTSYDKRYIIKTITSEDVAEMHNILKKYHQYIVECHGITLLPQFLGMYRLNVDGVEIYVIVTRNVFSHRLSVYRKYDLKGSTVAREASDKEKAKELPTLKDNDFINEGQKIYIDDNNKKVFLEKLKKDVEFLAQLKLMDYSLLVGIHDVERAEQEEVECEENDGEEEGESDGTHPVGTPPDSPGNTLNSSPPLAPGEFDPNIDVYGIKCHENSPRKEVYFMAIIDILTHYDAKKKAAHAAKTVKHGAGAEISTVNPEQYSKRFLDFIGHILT
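ADP-Glo luminescence end-point after a 60 min room-temperature kinase reaction. PI5P4Kalpha and substrate in HEPES pH 7.4 buffer with EGTA, 0.1% CHAPS and 5% DMSO; ATP at 5 microM final.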
IL-2 act: activators of IL-2. activation, % (series mostly up to about 46 µM). hit rate 0.065% among 360,000. IL-2 activation reporter assay, cell-based qHTS; stimulated with anti-CD3/CD4/CD28 beads; in transgenic mouse T cells. AID 652025; in the data active = activation above about 50%; inconclusive = mostly about 30% to 49%; note: 0% is about no effect
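Using fluorescent plate cytometry, EGFP and DsRed are detected in transgenic mouse T cells stimulated 18 h at 37 degrees C with antibody-coated beads after 60 min compound pretreatment.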
PTHR1 agonist: PTHR1 (human) receptor agonism; AID 743266; Q03431; HEK293 GP2 PTHR1 cells, GloSensor cAMP luminescence, 1 h; hit rate 0.075% among 410,000; Potency, µM (series often up to 115 µM), for inactives: top-dose activation, most hits filed as activators; note: potency is the fitted concentration of half-maximal effect; nearly all actives have a fitted effect of over 55% in size; some results filed as inactive show a strong effect at the top dose; inactives centre near -15; many of its hits are not listed in these tables
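HEK-293-derived GP2 cells expressing PTHR1 and a GloSensor cAMP reporter, 3,000/well, plated overnight, given luciferin plus IBMX (each 0.5 mM as added) for 1 h at 37 °C, then compound for 1 h at 37 °C. Luminescence was read after 15 min at room temperature.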
* hit, by the source's call; i = inactive; ? = inconclusive; / = no result given; [ ] = another dose, or the depositor's remark. Unless noted, calls come from the whole dose curve; as a rule, active = well fitted curve in the direction sought with a large enough effect; inconclusive = small, poorly fitted or top-dose-only effect, or another doubt; inactive = no such curve, though single readings can be large; an effect the other way counts as inactive or inconclusive. This is a subset; rates above refer to the full screens.

SMILES	GLP-1R agonist	EPAC1 agonist	GLP1R cytotox	GLP-1R inv ag	PLK1 PBD block	EPAC1 antag	PI5P4Ka inh	IL-2 act	PTHR1 agonist
O=C(CSc1nnc(-c2ccccc2F)n1C1CC1)N1CCCC1	3%	5%	3%	18%	-1%	3%	3	0.8	-20%
NCCOc1cnn(-c2ccccc2Cl)c(=O)c1Cl	-7%	-1%	4%	24%	1%	2%	0	-0.1	i
O=C(NC(=O)N1CCCC1)c1csnn1	2%	5%	-3%	5%	1%	3%	0	3.4	-5%
CCC(=O)C1=C(O)C(c2cccc(Oc3ccccc3)c2)CCC1=O (stereo not given)	-2%	0%	-9%	?	-10%	-12%	0	-0.7	-33%
CCc1nc2c(OCCOC)cccn2c1N(C)C(=O)Nc1ccccc1OC	13%	-4%	3%	-14%	-2%	-3%	8	-0.3	-4%
CC1CN(C(=O)/C(=C/c2ccco2)NC(=O)c2ccccc2)CC(C)O1 (stereo not given)	0%	-1%	1%	12%	-4%	-14%	-7	-0.6	i
COC(=O)C1=C(C(=O)OC)[C@@H]2N(C)c3ccc(OC)cc3[C@@]23C[C@@H](C(=O)OC)N(C(=O)NC2CCCCC2)C3=N1	0%	-16%	1%	7%	-23%	-20%	-3	0.6	6%
CCC1c2ccc(C)n2CCN1C(=O)Nc1cc(Cl)ccc1OC (stereo not given)	7%	-12%	15%	?	-12%	-8%	3	-0.7	i
COc1cccc(Nc2nnc(SCC(=O)N3CCOCC3)s2)c1	-4%	7%	-10%	6%	-7%	10%	/	-2.0	i
COc1ccc(OCC(=O)Nc2ccccc2-c2ccccc2)cc1	19%	11%	-4%	?	-11%	-25%	11	0.6	-17%
Cc1c(C(=O)O)sc2nc(C)n(C)c(=O)c12	-1%	-5%	-1%	14%	-10%	-6%	/	1.6	?
CCCC(=O)Nc1c(C)n[nH]c1C	5%	3%	19%	31%[activator]	27µM*	-21%	-1	0.7	i
CN(CC(=O)NC1CCCCC1)S(=O)(=O)c1ccc(Cl)cc1	-5%	-4%	7%	-7%	-6%	-3%	-3	2.4	i
CCc1cc(C(=O)Cc2ccc(F)cc2)c(O)cc1O	17%	12%	5%	?	2%	2%	18	-0.9	-28%
CCOC(=O)C1(CC2CCCCO2)CCN(Cc2nccn2-c2ccc(OC)cc2)CC1 (stereo not given)	23%	-2%	?	-22%	-11%	-3%	5	-0.1	i
CCN(CC)S(=O)(=O)c1cc(OC)c(Cl)cc1OC	8%	-10%	7%	?	-7%	-2%	-2	-0.6	-1%
CCC(C)NC(=O)c1ccccc1NC(=O)c1ccc(CSc2ccc(C)cc2)cc1 (stereo not given)	-1%	5%	-21%	0%	-3%	-4%	/	-1.1	i
CCN(CC)S(=O)(=O)c1ccc(Cl)c(NC(=O)c2ccc(C#N)cc2)c1	27%	-5%	-1%	-8%	-15%	-30%	6	-0.2	i
Cc1c(CCNC=O)cc(C)c2c3c(oc12)CCCC3	22%	2%	-7%	32%	-3%	1%	11	-0.4	-10%
CCOc1ncccc1C(=O)OC(C)C(=O)Nc1ccc(Cl)cn1 (stereo not given)	17%	-14%	3%	70%[activator]	-1%	?	1	-1.0	i
CCN1C[C@@H]2[C@@H]3C(=O)N(Cc4ccccc4)C(=O)[C@@H]3[C@](C)(C(=O)OC)N2C1=NC1CCCCC1	10%	1%	4%	2%	-13%	-6%	0	-0.4	i
O=C(Nc1nnc(-c2ccccc2)s1)c1ccccc1O	5%	-3%	-1%	40%[activator]	-9%	-14%	-19	-0.4	-24%
COC(=O)C1=C(C)NC2=C(C(=O)CC(C)(C)C2)C1c1cn(Cc2ccc(Br)cc2)nc1-c1ccccc1 (stereo not given)	-4%	2%	113%[activator]	?	4%	-22%	0	-3.2	i
CNc1ccccc1C(C)(C)c1cn(-c2ccc([N+](=O)[O-])cc2)nn1	13%	4%	-12%	?	-8%	-6%	4	-0.5	-15%
C[C@H](CO)N1C[C@H](C)[C@@H](CN(C)C(=O)Nc2ccc(C(F)(F)F)cc2)Oc2c(NS(=O)(=O)c3ccccc3)cccc2C1=O	6%	-19%	?	0%	-5%	-8%	3	3.7	-1%
CCC(C)(C)n1nnnc1C(C(C)C)N(Cc1cccnc1)Cc1ccco1 (stereo not given)	5%	1%	-3%	2%	-1%	-12%	-7	-2.1	i
CC1Oc2ccccc2C=C1/C=N\NC(=O)c1cccnc1 (stereo not given)	-1%	-6%	-9%	10%	-18%	-3%	-6	-0.9	-29%
Nc1nc(SCC(=O)NC2CCCCCC2)[nH]c(=O)c1-c1ccccc1	6%	11%	2%	0%	4%	7%	/	-0.4	12%[57.5 µM]
COc1ccc(S(=O)(=O)NCC2CCCO2)cc1Cl (stereo not given)	0%	-7%	-3%	19%	-8%	-8%	-2	-1.6	-10%
Cc1sc2ncnc(N[C@@H](Cc3c[nH]c4ccccc34)C(=O)O)c2c1C	0%	-6%	-14%	1%	-3%	-4%	-10	0.3	i
CNc1cccc(-c2ccccc2CO)n1	-4%	-6%	1%	8%	1%	11%	-6	-0.1	-31%[inhibitor]
NC(=O)C1CCN(CC(O)CSc2ccc(F)cc2)CC1 (stereo not given)	-2%	5%	-2%	2%	4%	1%	3	-2.4	i
Oc1ccccc1C1SC(c2ccccc2O)SC(c2ccccc2O)S1 (stereo not given)	0%	-9%	?	1.1µM*	-12%	?	-12	-1.1	i
CCC(Oc1ccccc1)C(=O)Nc1ccccc1C(=O)N1CCN(C)CC1 (stereo not given)	-4%	4%	2%	-17%	-4%	5%	2	-0.8	i
Cc1n[nH]c(=O)n(N=Cc2c[nH]c3ccccc23)c1=O	5%	-3%	6%	8%	-2%	3%	1	-0.7	i
CS(=O)(=O)N(CC(=O)N1CCN(Cc2ccc3c(c2)OCO3)CC1)Cc1ccc(Cl)cc1	-1%	0%	-16%	-9%	-2%	-11%	/	-0.3	-37%[inhibitor]
Cn1c(=O)c2c(nc(CN3CCN(C(=O)c4ccco4)CC3)n2Cc2ccccc2F)n(C)c1=O	-6%	-4%	3%	32%[activator]	-18%	14%	4	1.1	i
COc1ccc(-c2[nH]ncc2CNCCn2cccn2)c(F)c1	-5%	-5%	4%	13%	2%	2%	-2	0.0	i
Cc1nn(C2CCS(=O)(=O)C2)c(C)c1CN(C)C(=O)c1ccccc1 (stereo not given)	2%	3%	0%	-5%	-4%	6%	-12	0.3	i
Nc1ccc(N2CCN(c3ccc(Cl)c(Cl)c3)CC2)cc1	-9%	-5%	-7%	-44%	1%	-6%	14	0.1	-86%[inhibitor]

Compound profiles (already shown). Values in the order: GLP-1R agonist	EPAC1 agonist	GLP1R cytotox	GLP-1R inv ag	PLK1 PBD block	EPAC1 antag	PI5P4Ka inh	IL-2 act	PTHR1 agonist
`COC(=O)C1=C(C)NC2=C(C(=O)CC(C)(C)C2)C1c1cn(Cc2ccc(Br)cc2)nc1-c1ccccc1` (stereo not given) in the list: -4%	2%	113%[activator]	?	4%	-22%	0	-3.2	i
`COc1ccc(-c2[nH]ncc2CNCCn2cccn2)c(F)c1` in the list: -5%	-5%	4%	13%	2%	2%	-2	0.0	i

Later entries
SMILES	GLP-1R agonist	EPAC1 agonist	GLP1R cytotox	GLP-1R inv ag	PLK1 PBD block	EPAC1 antag	PI5P4Ka inh	IL-2 act	PTHR1 agonist
COc1ccc(-c2nc3c(C)cc(Br)cn3c2Cc2ccccc2)cc1OC	18%	3%	5%	?	-4%	-4%	-1	-0.7	-21%
O=C(Oc1cccc(-n2cnnn2)c1)c1ccco1	-35%[inhibitor]	5%	-16%	10%	-12%	-2%	1	-0.3	i
CCCCC(=O)Nc1cc(NC(=O)CCCC)cc(C(=O)O)c1	0%	8%	-29%	0%	?	2%	/	-1.1	i
CN(N=Nc1nc[nH]c1C(=O)NN)C1CCCCC1	2%	-5%	-11%	17%	-4%	-5%	-25	-0.2	0%
COCC(=O)N(C)C1(c2nnnn2CCOC(=O)Nc2ccc(Cl)cc2)CCCC1	-1%	-3%	-1%	0%	2%	17%	/	2.2	-7%[57.5 µM]
Cc1nc2ccc3[nH]snc3c2n1	-4%	2%	0%	-18%	-26%	-11%	/	0.1	i
CSCCC(c1nc2ccccc2[nH]1)n1c(C)nc2ccccc21 (stereo not given)	5%	6%	-3%	3%	-4%	-17%	-1	-0.3	-6%
O=C(O)/C=C\C(=O)Nc1ccccc1C(=O)N1CCN(c2ccc(Cl)cc2)CC1	2%	-1%	4%	-34%	-10%	-2%	4	0.1	-10%
CCSc1nsc(NC(=O)Nc2ccccc2F)n1	-2%	-2%	8%	-20%	-8%	-8%	-3	-1.1	-37%[inhibitor]
COc1ccc(OCc2nc3ccccc3n2C(C)c2ccccc2)cc1 (stereo not given)	0%	/	18%	?	/	/	/	/	-31%
CCc1ccc(N(C(=O)C(F)(F)F)C(C(=O)NC2CCCCC2)c2ccncc2)cc1 (stereo not given)	-1%	3%	3%	-19%	-6%	0%	/	-3.5	i
CCOc1ccc(CCNC(=O)c2cccc(NC3=NC4CS(=O)(=O)CC4S3)c2)cc1OCC (stereo not given)	-4%	-8%	6%	11%	-2%	17%	2	-1.3	-21%
O=c1[nH][nH]c(C(F)(F)F)c1C=NCc1ccccc1Cl	1%	1%	0%	-2%	-5%	2%	-2	4.4	-44%[inhibitor][57.5 µM]
CCOc1ccc(NC(=O)COC(=O)COc2cccc3c2OC(C)(C)C3)cc1	-7%	6%	4%	-1%	0%	-5%	6	2.0	i
CCC(=O)Nc1ccccc1C(=O)C(=O)Nc1ccccc1	-1%	-10%	-6%	-14%	-14%	-10%	-8	-2.6	-22%
CC(=O)c1cc2c(cc1NC(=O)Cn1nc(-c3ccc(C)cc3)ccc1=O)OCO2	5%	-3%	-26%	-4%	-6%	1%	5	2.8	i
COc1cccc(C2=NOC(C(=O)Nc3cccc(C(C)=O)c3)C2)c1OC (stereo not given)	-3%	1%	-9%	22%	-16%	9%	/	0.7	-13%
N#CCSc1nc2c(c(C3CC=CCC3)c1C#N)CCC2 (stereo not given)	15%	13%	12%	0%	-4%	2%	0	-0.7	i

Bioassay records as filed in PubChem BioAssay.
